# HT1080 IDH1KD tx: HT-1080 IDH1 knockdown cell toxicity (counter line); HT-1080 IDH1 knockdown viability, ATP luminescence, 48 h; Potency, µM (series often up to 46.1 µM), inactives show at the highest dose activity, negative = toxicity, hits mostly cytotoxic; AID 686971; actives 2% (n = 360,000);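 further: 0% = DMSO wells and -100% = cell-free medium wells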
#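 Cytotoxicity counter-line: IDH1KD HT-1080, 48 h, CellTiter-Glo. Curves classed by r2, magnitude and activity.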
# KB-V1 cytotox: kills drug-selected multidrug resistant KB-V1 cells | KB-V1 MDR cells viability, CellTiter-Glo, 72 h | Potency, µM (top dose mostly 46.1 µM), for the others: top-dose activity change, negative = cytotoxicity, usual class: cytotoxic | actives 3.4% (n = 400,000) | AID 1347076; further: on the % scale 0 is the no-effect control and ±100 the full control effect; nearly all actives have a fitted effect of over 60% in size
#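 In this primary screen, KB-V1 cells overexpressing P-gp are incubated with library compounds (lowest to highest concentration) for 72 h at 37 degrees C before a luminescent ATP viability read.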
# KB-3-1 tox: kills parental KB-3-1 adenocarcinoma cells; Potency, µM (top dose mostly 46.1 µM), inactives show top-dose activity change, negative = cytotoxic, hits mostly cytotoxic; actives 1.4% (n = 400,000); KB-3-1 viability, CellTiter-Glo ATP luminescence, 72 h; further: on the % scale 0 is the no-effect control and ±100 the full control effect; nearly all actives have a fitted effect of over 60% in size
#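 Screening of KB-3-1 cells (DMEM, 10% FBS, phenol-red free) ran from lowest to highest compound concentration; after 72 h at 37 °C viability was read luminescently and curves fitted.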
# TDP-43 yeast inh: rescues yeast growth from TDP-43 toxicity | TDP-43 expressing yeast growth rescue, BacTiter-Glo, 24 h | AID 652104 | Potency, µM (doses to about 46.1 µM), for inactives: at the highest dose growth rescue (activation), actives largely listed as activators | actives 1.8% (n = 410,000); further: % of control where 0% means no effect; nearly all actives have a fitted effect of over 50% in size
#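 In this qHTS, compounds that restore growth of yeast expressing TDP-43 appear as activators. Cells (OD600=0.02, galactose medium, raffinose-pregrown) are incubated with compound 24 hr at 30 deg C and growth is quantified by BacTiter-Glo.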
# HT1080-NT tox: kills 2HG-producing HT-1080-NT fibrosarcoma cells; HT-1080-NT fibrosarcoma viability, CellTiter-Glo ATP luminescence, 48 h; Potency, µM (top dose mostly 46.1 µM), without a hit: at the top dose activity, negative = less viability, hits mostly cytotoxic; actives 1.6% (n = 360,000); AID 686970;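 further: NT is the 2HG producing partner of a matched IDH1 knockdown line; 0% = DMSO-treated cells and -100% = media-only wells without cells; nearly all actives have a fitted effect of over 55% in size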
#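 Viability by CellTiter-Glo luminescence after 48 h compound exposure at 37C of HT-1080-NT cells (750/well, RPMI, 5% FBS). % activity scaled between DMSO wells and medium-only wells, then curve-fitted and categorized by curve class.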
# SW480 rerep: DNA re-replication induction in SW480 cells | actives 1.8% (n = 340,000) | Potency, µM (series often up to 46.1 µM), inactives show at the top dose re-replication activation, usual class: activators | SW480 DNA re-replication, Hoechst DNA content imaging, 48 h; further: % of control where 0% means no effect; nearly all actives have a fitted effect of over 55% in size
#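 DNA re-replication was detected as more nuclei of elevated Hoechst intensity after 48 hr exposure to compound (23 nL pinned per well of 250 cells).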
# GLP1R ag: GLP-1 receptor (human) agonism; P43220; HEK293 GLP-1R CRE-luciferase, luminescence, 4-6 h; cells express a hypersensitive GLP-1R form; Potency, µM (highest dose often 45.6 µM), inactives show top-dose activation, hits mostly activators; actives 0.007% (n = 380,000); further: % of control where 0% means no effect
# Target sequence (P43220 whole entry, looked up): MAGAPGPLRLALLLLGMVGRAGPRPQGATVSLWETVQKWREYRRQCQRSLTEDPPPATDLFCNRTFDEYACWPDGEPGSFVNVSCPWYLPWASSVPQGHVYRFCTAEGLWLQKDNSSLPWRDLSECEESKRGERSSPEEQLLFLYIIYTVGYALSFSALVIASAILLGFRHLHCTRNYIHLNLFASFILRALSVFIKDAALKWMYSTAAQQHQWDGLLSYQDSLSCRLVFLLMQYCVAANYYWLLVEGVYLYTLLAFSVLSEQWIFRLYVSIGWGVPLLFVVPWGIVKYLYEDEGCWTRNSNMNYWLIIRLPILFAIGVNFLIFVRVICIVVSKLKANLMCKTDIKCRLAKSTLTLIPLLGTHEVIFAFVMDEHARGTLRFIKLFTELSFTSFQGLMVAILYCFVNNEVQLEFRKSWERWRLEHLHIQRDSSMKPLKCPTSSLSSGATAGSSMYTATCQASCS
# GLP1R inv ag: inverse agonists of human GLP-1 receptor; P43220; HEK293 GLP-1R CRE-luciferase, luminescence, 24 h; GLP-1R form is constitutively active; Potency, µM (titrated, usually from 38.3 µM), inactives show at the highest dose activity change, negative = inhibition, most hits filed as inhibitors; actives 1.6% (n = 410,000); AID 624417; further: on the % scale 0 is the no-effect control and ±100 the full control effect; nearly all actives have a fitted effect of over 55% in size
#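 Readout was luciferase luminescence, measured 12 min after detection reagent at room temperature. Beforehand, GLP-1R reporter HEK293 cells had sat 12 h, then received compounds for 24 hr at 37 deg C.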
# GLP1R cytotox: cytotoxicity counter-screen for GLP-1 receptor inverse agonists | AID 624418 | actives 0.13% (n = 410,000) | Potency, µM (doses to about 38.3 µM), without a hit: at the highest dose activity change, negative = inhibition, most hits filed as inhibitors | HEK293 cAMP-luciferase reporter cells, luminescence, 24 h;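 further: loss of luciferase light is scored as toxicity; on the % scale 0 is the no-effect control and ±100 the full control effect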
#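 Step one: seed cells (200 cells/uL, DMEM with 10% Nu serum, 1% pen-strep). Step two: 12-hour incubation at 37 deg C. Step three: pin 23 nL compound, incubate 24 hr. Step four: add luciferase reagent, read luminescence 12 min later.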
# * marks the source's active call; other numbers are inactive results; ? = inconclusive; . = not tested or not shown; & = joins results of further samples; [ ] = dose if it differs, or a comment. The call rests on the fitted dose curve; in most records, active means well fitted curve in the direction sought with a large enough effect; inconclusive means small, poorly fitted or top-dose-only effect, or another doubt; inactive means no such curve, though single readings can be large; an effect the other way counts as inactive or inconclusive. Potency means the concentration at half of the fitted maximal effect. Rows are unselected, and some 9.4% of all compounds hit somewhere here.
item | Structure | HT1080 IDH1KD tx | KB-V1 cytotox | KB-3-1 tox | TDP-43 yeast inh | HT1080-NT tox
1 | c1cc(CSc2nnc(-c3ccc4c(c3)OCO4)o2)ccn1 | -1% | 23µM* | -18% | 6% | 0%
2 | COc1ccc2[nH]c(=O)c(CN(C(=O)c3cccnc3)c3cc(C)ccc3C)cc2c1 | -1% | 6% | 0% | -8% | -1%
3 | CN1CCC(=NNC(=O)C(=O)Nc2ccccc2F)CC1 | -2% | -26% | -5% | -3% | 11%
4 | O=C(CN1CCN(c2ccc(O)cc2)CC1)Nc1ccc2c(c1)OCCO2 | -7% | 3% | 6% | -16% | -1%
5 | COc1ccccc1C(=O)CN1C(=O)NC2(CCc3ccccc32)C1=O (stereo not drawn) | 5% | ? | 15% | 15% | 5%
6 | CCOC(=O)c1ccc(O)c(-n2cc3c(c2-c2ccccc2)c(=O)n(C)c(=O)n3C)c1 | -2% | -15% | 0% | -4% | 1%
7 | CCOC(=O)C1CCN(C(=O)COc2ccc(Br)cc2C)CC1 | 1% | 17% | 6% | 10% | 9%
8 | COc1ccccc1-c1nn(-c2ccccc2)cc1C(=O)NCC(c1ccco1)N1CCCC1 (stereo not drawn) | -8% | 0% | 7% | 19% | -1%
9 | CCCCc1ncc(CN2CCN(Cc3ccc(C)cc3)C(CCO)C2)[nH]1 (stereo not drawn) | -3% | -11% | 12% | -2% | -9%
10 | Fc1ccccc1-n1[nH]nnc1=S | -1% | 17% | -19% | ? | 0%
11 | COc1cc(-c2nc3oc4ccccc4c(=O)c3c(=O)n2Cc2ccco2)cc(OC)c1OC | -10% | ? | ? | -33%[inhibitor] | -14%
12 | Nc1c(C(=O)Nc2ccccc2F)sc2nc3c(cc12)CCCCCC3 | . | 6.5µM* | 13µM* | 33% | .

item | SW480 rerep | GLP1R ag | GLP1R inv ag | GLP1R cytotox
1 | -5% | 8% | -5% | 7%
2 | 3% | 19% | 0% | ?
3 | -7% | 0% | 3% | -3%
4 | ? | 5% | ? | -11%
5 | -3% | 17% | 13% | 1%
6 | . | 2% | 16% | -7%
7 | -3% | 7% | 16% | -5%
8 | -7% | 7% | ? | 4%
9 | 5% | 10% | ? | -13%
10 | -1% | -1% | -12% | -18%
11 | 1% | -1% | 0% | 26%
12 | . | . | ? | 6%

# Remaining list, next part.
item | Structure | HT1080 IDH1KD tx | KB-V1 cytotox | KB-3-1 tox | TDP-43 yeast inh | HT1080-NT tox
13 | COc1ccc(NC(=O)C(C(C)C)N2Cc3ccccc3C2=O)cc1 (stereo not drawn) | . | ? | -26% | 22%[9.22 µM] | .
14 | COc1cccc(C(=O)OCn2nnc3ccccc3c2=O)c1 | 0% | -1% | -6% | 13% | -5%
15 | CCOC(=O)c1c(NC(=O)c2cc(CC(C)C)on2)sc(C(C)=O)c1C | 10% | -6%&-11% | 3%&1% | 6%&-8% | 23%
16 | C/C(=N\NC(=S)Nc1ccc(F)cc1)C1CC1 | 11µM* | 14% | 4% | -23% | 8.9µM*
17 | Cc1c(O)c2ccccc2oc1=O | 4% | 12% | -4% | -9% | 0%
18 | COc1cccc(C(=O)N2CCC(N3CC(C)OC(C)C3)CC2)c1 (stereo not drawn) | 19% | ? | 3% | 6% | 15%
19 | Cc1ccc(NC(=O)/C=C/c2ccc(Cl)cc2)c(Br)c1 | . | -20% | -12% | 18% | .
20 | CN(C)c1ccc(/C=N/NC(=O)CCc2nc3ccccc3[nH]2)cc1 | 0% | -9% | 0% | 11% | -3%
21 | CCCCn1c(=O)c2ccccc2n2c(=S)[nH]nc12 | 2% | -29% | 15% | ? | -21%
22 | Cc1ccccc1-n1nc(C)c2cc(C(=O)N3CCN(S(=O)(=O)c4ccc(Cl)cc4)CC3)sc21 | -2% | ? | -30% | 4% | 0%
23 | CCOC(=O)Cn1nnnc1C(CC)N(Cc1cccs1)Cc1cc2ccc(OC)cc2[nH]c1=O (stereo not drawn) | -8% | -6% | -1% | 18% | -10%
24 | O=C(c1ccco1)N1CCCC(c2nc3c(nnn3Cc3ccccc3)c(=O)[nH]2)C1 (stereo not drawn) | 0% | -2% | 25% | -35%[inhibitor] | -21%

item | SW480 rerep | GLP1R ag | GLP1R inv ag | GLP1R cytotox
13 | . | . | -23% | -16%
14 | -14% | 26% | 46%[activator] | -3%
15 | 2% | -1% | 12%&18% | 16%&6%
16 | 2% | 2% | ? | ?
17 | -4% | 2% | 4% | 19%
18 | -1% | -3% | 0% | -22%
19 | . | -8% | 14% | -11%
20 | 11% | -2% | 18% | 5%
21 | 1% | -1% | 4% | 1%
22 | -6% | -14% | ? | -2%
23 | 1% | 12% | -1% | -14%
24 | -15% | 7% | 6% | 9%

# The last 6 records of the part above come first, to join the parts.
item | Structure | HT1080 IDH1KD tx | KB-V1 cytotox | KB-3-1 tox | TDP-43 yeast inh | HT1080-NT tox
19 | Cc1ccc(NC(=O)/C=C/c2ccc(Cl)cc2)c(Br)c1 | . | -20% | -12% | 18% | .
20 | CN(C)c1ccc(/C=N/NC(=O)CCc2nc3ccccc3[nH]2)cc1 | 0% | -9% | 0% | 11% | -3%
21 | CCCCn1c(=O)c2ccccc2n2c(=S)[nH]nc12 | 2% | -29% | 15% | ? | -21%
22 | Cc1ccccc1-n1nc(C)c2cc(C(=O)N3CCN(S(=O)(=O)c4ccc(Cl)cc4)CC3)sc21 | -2% | ? | -30% | 4% | 0%
23 | CCOC(=O)Cn1nnnc1C(CC)N(Cc1cccs1)Cc1cc2ccc(OC)cc2[nH]c1=O (stereo not drawn) | -8% | -6% | -1% | 18% | -10%
24 | O=C(c1ccco1)N1CCCC(c2nc3c(nnn3Cc3ccccc3)c(=O)[nH]2)C1 (stereo not drawn) | 0% | -2% | 25% | -35%[inhibitor] | -21%
25 | COC(=O)[C@@H]1C2CCC(C(=O)Nc3ccccc3)(CC2)[C@@H]1C(=O)OC | 8% | 4% | -3% | 17% | 3%
26 | O=C(CCCC(=O)Nc1ccccc1Br)N/N=C/c1c(F)cccc1Cl | 4% | 0% | -3% | 1% | 2%
27 | O=C(NC1=NCCS1)C1CC(=O)N(c2ccccc2)C1 (stereo not drawn) | 15% | 0% | 21% | 16% | 3%
28 | COc1ccc(C2N=C(Nc3ccc(C)cc3)Nc3nc(C)cc(=O)n32)cc1 (stereo not drawn) | -8% | 7% | 1% | -12% | -1%
29 | Cc1cccc(NC(=O)CC2Nc3cccc4cccc(c34)NC2=O)c1 (stereo not drawn) | ? | 0% | -2% | 2%&-12% | ?
30 | O=c1n(-c2ccccc2)c(=O)n(Cc2ccccn2)n1Cc1ccccn1 | 13% | -1% | -1% | -2% | 15%
31 | CCOC(=O)CSc1nc(N)cc(=O)[nH]1 | 11% | 1% | -2% | -18% | 12%
32 | COc1ccc(CNC(=O)CCC(=O)N2CC(C)Oc3ccccc32)cc1 (stereo not drawn) | 5% | 1% | -1% | 15% | 5%
33 | COc1ccc(C(=O)Nc2cnc3sc(C)nn3c2=O)cc1 | 16% | -7% | 1% | -4% | 0%
34 | COc1ccc(-c2cc3ccc(O)c(CN4CCCCC4C)c3oc2=O)cc1OC (stereo not drawn) | . | ? | -3% | 29%[9.22 µM] | .
35 | CC(Nc1cc(=O)n(C)c(=O)[nH]1)c1ccccc1 (stereo not drawn) | 0% | 0% | 0% | -6% | -2%
36 | CC1Cc2[nH]c(=S)[nH]c(=O)c2C(C)O1 (stereo not drawn) | -1% | -1% | 15% | 15% | 23%

item | SW480 rerep | GLP1R ag | GLP1R inv ag | GLP1R cytotox
19 | . | -8% | 14% | -11%
20 | 11% | -2% | 18% | 5%
21 | 1% | -1% | 4% | 1%
22 | -6% | -14% | ? | -2%
23 | 1% | 12% | -1% | -14%
24 | -15% | 7% | 6% | 9%
25 | -7% | -24% | 3% | 12%
26 | -25% | 13% | ? | -2%
27 | -4% | -14% | -18% | -22%
28 | 0% | 3% | 22% | 13%
29 | 19% | -1% | ? | -4%&-26%
30 | 2%[9.22 µM] | -3% | 6% | 3%
31 | -2% | -2% | 10% | -10%
32 | 0% | 10% | -7% | 3%
33 | 0% | -2% | -8%[7.66 µM] | -5%[7.66 µM]
34 | . | . | 2% | .
35 | 1% | 21% | 1% | -2%
36 | . | 1% | 23% | -7%

# (listing goes on)
item | Structure | HT1080 IDH1KD tx | KB-V1 cytotox | KB-3-1 tox | TDP-43 yeast inh | HT1080-NT tox
37 | O=C1C[C@@H]2c3c(cccc3CN1Cc1ccc(Br)cc1)C[C@@H](O)[C@H]2O | 7% | 6%&-2% | 3%&3% | 0% | 2%
38 | COc1ccccc1NC(=O)C1CCCN(C(=O)Nc2ccc(F)cc2)C1 (stereo not drawn) | -6% | -29% | 1% | 19% | -11%
39 | CC(=O)c1cccc(NC(=O)Nc2cccs2)c1 | -1% | -10% | 0% | 1% | -5%
40 | COc1ccc(NC(=O)N2CCC(C(=O)c3ccc4c(c3)OCCO4)CC2)cc1 | -19% | ? | -17% | 0% | -6%
41 | CC(C)(C)C1CCc2nc(NC(=O)Cc3cn4ccsc4n3)sc2C1 (stereo not drawn) | ? | 2% | 3% | 16µM* | ?
42 | CC1CCN(C(=O)c2cccc(S(=O)(=O)N3CCCc4ccccc43)c2)CC1 | -2% | -26% | -19% | ? | 3%
43 | COc1cccc(-c2cccc(NC(=O)C3CCN(Cc4cccc(C)n4)CC3)c2)c1 | 6% | . | . | 6% | -10%
44 | COCCn1c(=S)[nH]c2cc(C(=O)NCCc3ccccc3)ccc2c1=O | 0% | -2% | 16% | 2% | 3%

item | SW480 rerep | GLP1R ag | GLP1R inv ag | GLP1R cytotox
37 | 3% | 0% | 8% | -32%
38 | 3% | 7% | -21% | -22%
39 | -7% | -21% | ? | 10%
40 | 8% | 9% | -14% | -3%
41 | -5% | 11% | ? | -17%
42 | -3% | -1% | ? | -14%
43 | 2% | -1% | -21% | 8%
44 | -6% | 0% | 9% | -12%

# Bioassay records (PubChem)
